From PubChem BioAssay
GSIS activator = GLuc luminescence reporter in INS-1E cells, primary screen for activators of glucose-dependent secretion of insulin; INS-1E GLuc reporter insulin secretion, 2-3 h; AID 743287; actives 0.61% (n = 370,000); activation, % at 16.6 µM;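 active means lowest replicate activation of at least 40%, so every replicate reaches that level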;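 further: 0% = median of neutral control wells and 100% = median of IBMX positive control wells; some compounds called inactive have numbers as strong as hits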
PglD DTNB = blocks C. jejuni PglD acetyltransferase activity; purified PglD enzyme, DTNB colorimetric CoA detection; inhibition, % at 12.5 µM; actives 0.098% (n = 360,000); in the data active means inhibition above about 16%, passing the limit was not always enough; further: strong numbers were not always called active
F508del corr = correctors of CFTR F508del function in bronchial epithelial cells; CFBE cells, YFP halide quenching; stimulated with forskolin plus potentiator P3; % fluorescence drop versus neutral controls; activity (quench increase), % at 7.58 µM; actives 0.36% (n = 350,000);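 active means mean added fluorescence quench of at least 8% versus neutral control, with both replicates also reaching 8%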;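 further: cells transiently co-express mutant CFTR-F508del with the halide-sensitive YFP; corrector assay measuring rescue of mutant channel to the surface after 24 h compound exposure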
miR-122 sensor = miR-122 inhibition in Huh7 cells. activation (reporter increase), % at 12.5 µM. actives 0.3% (n = 340,000). Huh7 miR-122 Renilla luciferase sensor, 48 h; neutral wells = 0, positive control = 100;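 active means mean replicate activation score at least 90 and every replicate individually at or above 90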;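 further: higher luciferase means less miR-122 activity so hits act as miR-122 inhibitors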
Cneo AK release = Cryptococcus neoformans lysis via adenylate kinase release; lysis activity, % at 15 µM; AID 651654; C. neoformans lysis, adenylate kinase release luminescence, 4 h; normalised: neutral wells 0, clomiphene wells 100; actives 0.2% (n = 360,000);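 active means mean lysis activity across replicates of at least 80%, whatever share of replicates individually reach that level; inactive means mean lysis activity below 80%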
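Material – log-phase Cryptococcus neoformans yeast cells · Input – 5 × 10^6 yeast cells/mL · Medium – fresh YPD growth medium · Doses – single compound concentration per well · Timing – static 4 h at 37 °C with compound, 1 h detection · Detection – adenylate kinase release luminescence · Read-out – signal increase indicating cell lysis · Control set – Clomiphene as positive lysis control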
FN deposition inh = fibronectin deposition inhibition; actives 0.086% (n = 350,000); AID 743247; inhibition, % at 12.6 µM; AH1F fibroblasts, Alexa488-fibronectin deposition fluorescence, overnight;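 active means mean inhibition across replicates of 30% or more, regardless of how many single replicates reach that level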;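 further: positive control wells lacked labelled fibronectin entirely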
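material = AH1F fibroblast monolayer depositing Alexa488-labelled fibronectin into matrix | amount = 10000 AH1F cells/well | buffer or medium = DMEM plus 2% serum, read in PBS | incubation = 1 h cell adhesion before compound, then overnight fibronectin incubation | detection = fluorescence at 485 nm excitation, 525 nm emission | evaluation = percent inhibition as loss of matrix-bound fibronectin fluorescence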
PGC1a acetyl inh = modulators of PGC1a acetylation; inhibition, % at 15.6 µM; actives 0.17% (n = 350,000); U2OS PGC1a acetylation, AlphaScreen anti-acetyl-lysine; with virally co-expressed GCN5 acetyltransferase;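 active means every replicate shows inhibition of at least 40%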;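 further: 0% = neutral control wells and 100% = positive control wells; some results beyond the cut were filed as inactive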
Statin myotox sup = suppression of simvastatin myotoxicity; C2C12 myotubes + simvastatin, ATP luminescence, 48 h; scaled: DMSO 0, geranylgeraniol control 100; rescue of ATP level, % at 7.49 µM; actives 0.78% (n = 330,000);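 active means mean ATP rescue above about 67%, or every replicate alone reaching that limit, limit read from the data, passing the limit was not always enough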;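 further: myotubes were challenged with 10 µM simvastatin during compound exposure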
Numbers without * were called inactive; . = not tested or not shown; & = joins results of further samples; [ ] = remark or other dose.

SMILES	GSIS activator	PglD DTNB	F508del corr	miR-122 sensor	Cneo AK release	FN deposition inh	PGC1a acetyl inh	Statin myotox sup
C[C@H]1CN([C@@H](C)CO)C(=O)Cc2cc(NC(=O)Cc3ccccc3)ccc2O[C@H]1CN(C)S(=O)(=O)c1ccccc1	0	4	0.5	2[16.7 µM]	1	.	4	-11
C[C@H](CO)N1C[C@H](C)[C@H](CN(C)C)Oc2ccc(NS(=O)(=O)c3ccc(Cl)cc3)cc2CC1=O	-9	1	-2.3	-3[16.7 µM]	-2	.	5	-2
COCCCNC(=O)[C@H](Cc1c[nH]c2ccccc12)NC(=O)OCc1ccccc1	11	-5	-0.3	-7	-3	3	-5	6
O=C(COn1nnc2ccc(C(F)(F)F)cc21)Nc1nnc(-c2ccccc2)o1	9	-5	.	-1	3	.	1	-6
COc1ccc(S(=O)(=O)Nc2ccc3c(c2)C(=O)N([C@@H](C)CO)C[C@H](C)[C@H](CN(C)Cc2ccc(-c4ccccc4)cc2)O3)cc1	-2	5	-0.3	-4[16.7 µM]	-1	.	-1	.
COc1ccc(CN2C(=O)CSCC2=O)cc1OC	1	-4	-3.2	1	3	1	-5	-1
O=C(O)c1ccc(/C=N/Nc2nc(N3CCCCC3)nc(N3CCCCC3)n2)cc1	0	4	-1.1	-3	-1	6	-1	.
CN1CCN(c2ncnc3c2ncn3[C@H]2CN(Cc3ccncc3)C[C@@H](CO)O2)CC1	7	2	1.7	-7	0	-21	.	-9
CC(=O)N(C)C[C@@H]1Oc2ncc(-c3cccc(F)c3)cc2C(=O)N([C@H](C)CO)C[C@@H]1C	24	-2	0.6	5[16.7 µM]	8	2	7	2
Cc1ccc(NCCC(=O)c2cccs2)cc1	-5	11	-1.0	-2	1	-3	-1	-1
COc1cc(NC(=O)COC(=O)/C=C/c2c(C)nn(C3CCS(=O)(=O)C3)c2Cl)cc(OC)c1OC (stereo unspecified)	15	-1	.	-13	1	.	2	.
O=C(c1cc(-c2cccc(Cl)c2)nc2ccccc12)N1CCCC1	7	-3	3.6	1	-3	5	1	.
COc1ccc(S(=O)(=O)c2c(O)c3ccc(C(=O)Nc4ccc(F)cc4F)cc3[nH]c2=O)cc1	7	2	1.7	-4	3	1	-7	0
COc1ccccc1C(=O)NCCC(=O)N1CCN(S(=O)(=O)c2ccc(Cl)cc2)CC1	-1	-5	3.3	-6	0	2	-11	-8
Cc1cc(C(=O)Nc2sc(C)c(-c3ccc(F)cc3)c2C(N)=O)no1	7	-4	.	.	-2	.	.	7
CCc1c(C(=O)Nc2ccncc2)csc1C	0	-1	.	0	-2	-2	-10	-2
Cc1cc2c(cc1S(=O)(=O)N1CCOCC1)NC(=O)CO2	5	6	-1.0	.	0	3	.	-3
Cc1c(C(=O)OC(C)C)[nH]c2c1C(=O)CC(C)(C)C2	4	3	-0.1	4	4	.	17	-2
O=C(Cc1c(F)cccc1Cl)NC1CCN(Cc2ccccc2)CC1	9	3	1.9	-2	-1	.	-4	.
C[C@H](CO)N1C[C@H](C)[C@@H](CN(C)Cc2ccc(C(F)(F)F)cc2)Oc2ccc(NC(=O)C3CC3)cc2C1=O	-13	-4	-1.8	-2[16.7 µM]	4	.	-19	-89
CO[C@H](C(=O)N(C)C[C@@H]1OCc2ccccc2-c2ccccc2C(=O)N([C@@H](C)CO)C[C@H]1C)c1ccccc1	9	4	0.8	.	-3	-6	6	.
C[C@@H]1CN([C@@H](C)CO)C(=O)Cc2cc(NS(=O)(=O)c3ccc(Cl)cc3)ccc2O[C@H]1CN(C)C(=O)Nc1ccc(F)cc1	-16	-2	-0.3	-2[16.7 µM]	0	-4	-8	0
CC(OC(=O)c1ccccc1NCCO)C(=O)Nc1ccc(S(=O)(=O)N2CCOCC2)cc1 (stereo unspecified)	1	4	-0.8	-3	-4	-7	2	-6
Cc1cc(C[n+]2cc(Cl)ccc2N)c2ncccc2c1	12	1	1.3	7	2	4	-10	-13

Shown in markdown: part of the list above
| molecule | GSIS activator | PglD DTNB | F508del corr | miR-122 sensor | Cneo AK release | FN deposition inh | PGC1a acetyl inh | Statin myotox sup |
| --- | --- | --- | --- | --- | --- | --- | --- | --- |
| Cc1cc(C(=O)Nc2sc(C)c(-c3ccc(F)cc3)c2C(N)=O)no1 | 7 | -4 | . | . | -2 | . | . | 7 |
| CCc1c(C(=O)Nc2ccncc2)csc1C | 0 | -1 | . | 0 | -2 | -2 | -10 | -2 |

(list continues)
SMILES	GSIS activator	PglD DTNB	F508del corr	miR-122 sensor	Cneo AK release	FN deposition inh	PGC1a acetyl inh	Statin myotox sup
COC(=O)c1c(NC(=O)CSc2nnnn2-c2ccccc2)sc2c1CCC(C(C)(C)C)C2 (stereo unspecified)	-16	8	.	3	-1	-9	-3	-9
Cc1cccc(OC(=O)CCN2C(=O)C3C4C=CC(C5CC45)C3C2=O)c1C (stereo unspecified)	-2	.	2.0	-2	.	14	5	-1
O=[N+]([O-])c1ccc(S(=O)(=O)Nc2ccc(S(=O)(=O)N3CCCC3)cc2)cc1	-12	0	1.3	1	4	0	7	-7
CC1(C)Cc2c(cnn2-c2cccc(F)c2)C(NC(=O)CSc2ccccn2)C1 (stereo unspecified)	-32	6	-0.7	5	6	-7	0	5
CSc1ccccc1NC(=O)c1cc(Cl)sc1Cl	-21	-3	1.0	-1	-2	0	-5	-4
Cc1[nH]c2ccccc2c1C(=O)CN1CCC(C)CC1	.	-2	.	-11	1	.	12	-9
C[C@@H]1CN([C@H](C)CO)C(=O)Cc2cc(NC(=O)Cc3ccccc3)ccc2O[C@@H]1CN(C)CC1CC1	11	-3	-1.7	6[16.7 µM]	-10	.	2	1
COc1ccccc1C(=O)N(CN1CCCC1=O)c1cccc(Cl)c1	.	8	.	-4	-3	-2	-1	-3
CC1CCc2cc(F)cc3c(O)c(C(=O)NCc4ccco4)c(=O)n1c23 (stereo unspecified)	0	6	.	-7	-1	.	8	.
Cc1nc(C)c(C(=O)Nc2ccc(Oc3ccccc3)cc2)o1	-18	1	.	-31	-4	2	-18	-12
CC(C)C[C@H](NC(=O)C1CCN(S(=O)(=O)c2ccccc2)CC1)C(=O)NCc1cccnc1	-5	1	0.5	-5	2	-2	2	-3
CCn1c(CSCc2ccc(C)cc2)nnc1SCC(=O)N1CCN(c2ccccc2)CC1	-18	6	.	.	5	.	.	15
CSC1=C(C#N)C(c2ccccc2Cl)C2=C(N1)c1ccccc1C2=O (stereo unspecified)	.	3	.	-1	0	-18	4	14
CC(O)CNC(=S)Nc1ccccc1 (stereo unspecified)	-5	-7	1.6	-2	-1	-5	-4	-5
COc1ccc(NC(=O)NCc2cccn2C)c(OC)c1	.	-3	.	2	-2	.	-4	.
CC(C)CC#Cc1ccc2c(c1)O[C@H](CN(C)C(=O)c1cnccn1)[C@@H](C)CN([C@@H](C)CO)S2(=O)=O	-9	0	-0.6	2[16.7 µM]	2	.	-4	1
CCc1ccc(NC(=S)N2CCN(S(=O)(=O)c3ccccc3)CC2)cc1	-8	4	-0.3	.	0	5	.	-3
COc1cccc(C(=O)NC(=S)Nc2ccc3c4c(cccc24)CC3)c1	-3	4	.	-1	0	.	-2	-28
C[C@@H]1CN([C@H](C)CO)C(=O)Cc2cc(NC(=O)c3ccncc3)ccc2O[C@H]1CN(C)C	3	6	-2.3	-3[16.7 µM]	-2	.	1	2
N#Cc1nc(COc2ccc(Br)cc2)oc1NCCN1CCOCC1	.	7	.	-7	0	.	.	-7
Cc1cc(C)n(CCNC(=O)C2CCC(=O)N(CCc3cccc(F)c3)C2)n1 (stereo unspecified)	.	5	2.6	-2	0	-4	-11	-5
COc1ccc(NC(=O)c2cc(-c3ccc(F)cc3OC(C)C)n[nH]2)cn1	4	8	0.2	-8	-1	1	-7	-4
COc1ccc(S(=O)(=O)N2CC3(CN(Cc4ccccc4OC)[C@H](CO)c4[nH]c5cc(OC)ccc5c43)C2)cc1	8	.	-1.1	.	.	-10	-21	.
C[C@@H]1CN([C@@H](C)CO)C(=O)c2cc(C#CCN(C)C)cnc2O[C@@H]1CN(C)C(=O)NC1CCCC1	2	1	-0.1	-11[16.7 µM]	-12	-11	14	36
CCCCOC(=O)Cn1c(=N)n(CCN(CC)CC)c2ccccc21	.	7	.	-3	1	.	3	.
CC(C)NC(=O)Nc1ccc2c(c1)C(=O)N([C@@H](C)CO)C[C@@H](C)[C@@H](CN(C)S(=O)(=O)c1cn(C)cn1)OCCCC[C@H](C)O2	-12	-1	-0.4	4[16.7 µM]	0	14	-1	.
Cn1c(C(=O)N2CCCc3ccccc32)cc2sccc21	5	13	.	4	8	-10	-3	-13
CN(c1ccccc1)S(=O)(=O)c1cccc(NC(=O)c2cc3ccccc3oc2=O)c1	7	-1	-1.5	-3	1	-3	7	-10
O=C(Cn1cnc2ccccc21)NC(c1ccccc1)c1ccccc1	.	-7	.	0	-1	.	-12	-5
COc1cccc(C(=O)NNC(=O)C(=O)N2CCCCC2)c1	9	-8	0.5	-1	1	.	.	-5
O=C(Cc1ccncc1)NCC[C@H]1CC[C@@H](NC(=O)Nc2ccc(Cl)cc2)[C@H](CO)O1	4	0	-1.5	.	7	.	-1	-1
CCOC(=O)C1CCCN(C(=O)c2ccccc2NS(=O)(=O)c2ccc(F)cc2)C1 (stereo unspecified)	-20	0	4.0	-1	-1	0	6	-4
Cc1cccc(N2CCN(C(=O)C3CCCN(S(=O)(=O)c4c(C)noc4C)C3)CC2)c1C (stereo unspecified)	-7	-2	-1.8	-4	3	3	5	-17
Cc1ccc(S(=O)(=O)Nc2cc(C(C)C)c(O)cc2C)cc1	.	1	.	30	-2	0	-4	.
COc1cccc(COCCN2CCN(S(=O)(=O)c3ccc(C)cc3)CCC2=O)c1	.	9	0.6	5	8	5	4	-2
COc1ccc(N(CC(=O)N2CCCCC2)S(=O)(=O)c2ccccc2)c(OC)c1	3	-3	7.6	41	0	.	1	-3
COc1cc(OC)cc(C(=O)OCC(=O)N2CCCC2)c1	0	2	-0.3	-1	-2	1	7	3
Cc1c2cnn(CC(=O)NCCCN3CCCCC3C)c(=O)c2c(C)n1Cc1ccccc1 (stereo unspecified)	.	0	-1.2	-2	1	4	-10	6
Cc1ccc(-c2nn(CCC(=O)Nc3cccnc3)c(=O)c3ccccc23)cc1	-3	1	-35	9	0	9	-12	.
Cc1cccc(NC(=O)CSc2nnc(CNC(=O)c3ccco3)o2)c1C	16	-2	-2.2	-2	-3	0	10	2
Cc1nc(C(=O)O)sc1C1(C)CC(c2cccc([N+](=O)[O-])c2)=NO1 (stereo unspecified)	7	5	0.2	.	-5	1	.	3
O=C(Nc1cccc(S(=O)(=O)N2CCOCC2)c1)c1ccco1	.	6	.	2	0	-13	-67	5
CO[C@@H]1CN(C)C(=O)c2cc(NC(=O)C3CC3)ccc2OC[C@H](C)N(C(=O)CN2CCOCC2)C[C@@H]1C	0&0&3	0	-0.8&2.8	.	-1	-3&0&-3	3	21
COC(=O)c1ccc(NC(=O)COC(=O)C2CCC2)cc1	4	.	-0.1	-1	.	-6	.	-1
Cc1cc(C)n(C(=O)CCC2COc3ccccc3O2)n1 (stereo unspecified)	.	-3	.	-5	3	.	1	.

2 entries picked at random from those above:
SMILES	GSIS activator	PglD DTNB	F508del corr	miR-122 sensor	Cneo AK release	FN deposition inh	PGC1a acetyl inh	Statin myotox sup
Cc1ccc(-c2nn(CCC(=O)Nc3cccnc3)c(=O)c3ccccc23)cc1	-3	1	-35	9	0	9	-12	.
Cc1c2cnn(CC(=O)NCCCN3CCCCC3C)c(=O)c2c(C)n1Cc1ccccc1 (stereo unspecified)	.	0	-1.2	-2	1	4	-10	6
